# STK33 inh: blocks human STK33 kinase activity; Q9BYT3; purified STK33, MBP phosphorylation, ADP-Glo luminescence; inhibition, % at 10 µM; hit rate 0.073% among 320,000; AID 2661;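 active = inhibition at or above 25%, using the most active replicate where run in duplicate; inactive = inhibition below 25%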
# Target sequence (Q9BYT3 whole entry, looked up): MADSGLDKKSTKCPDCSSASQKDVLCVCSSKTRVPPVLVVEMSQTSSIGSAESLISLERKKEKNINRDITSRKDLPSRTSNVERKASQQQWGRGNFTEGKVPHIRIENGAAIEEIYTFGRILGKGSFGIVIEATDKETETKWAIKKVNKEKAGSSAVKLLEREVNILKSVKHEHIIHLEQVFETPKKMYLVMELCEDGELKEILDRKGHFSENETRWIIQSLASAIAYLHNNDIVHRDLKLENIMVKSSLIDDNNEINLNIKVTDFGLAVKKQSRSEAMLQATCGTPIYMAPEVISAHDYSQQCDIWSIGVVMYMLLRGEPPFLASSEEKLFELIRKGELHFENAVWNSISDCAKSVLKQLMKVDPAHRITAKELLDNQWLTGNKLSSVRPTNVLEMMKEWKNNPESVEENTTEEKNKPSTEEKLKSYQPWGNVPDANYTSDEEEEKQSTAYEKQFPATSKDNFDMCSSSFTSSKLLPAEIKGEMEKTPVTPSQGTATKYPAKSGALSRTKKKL
# OX1R antag: OX1R (human) antagonism | O43613 | OX1R-expressing cells, FRET antagonist read-out | inhibition, % at 6.6 µM | hit rate 1.8% among 330,000 | AID 485270; in the data active = inhibition mostly above about 38%, no sharp cut-off; inactive = mostly below about 40%;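 also: 0% = agonist challenge alone and 100% = reference antagonist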
# Target sequence (O43613 whole entry, looked up): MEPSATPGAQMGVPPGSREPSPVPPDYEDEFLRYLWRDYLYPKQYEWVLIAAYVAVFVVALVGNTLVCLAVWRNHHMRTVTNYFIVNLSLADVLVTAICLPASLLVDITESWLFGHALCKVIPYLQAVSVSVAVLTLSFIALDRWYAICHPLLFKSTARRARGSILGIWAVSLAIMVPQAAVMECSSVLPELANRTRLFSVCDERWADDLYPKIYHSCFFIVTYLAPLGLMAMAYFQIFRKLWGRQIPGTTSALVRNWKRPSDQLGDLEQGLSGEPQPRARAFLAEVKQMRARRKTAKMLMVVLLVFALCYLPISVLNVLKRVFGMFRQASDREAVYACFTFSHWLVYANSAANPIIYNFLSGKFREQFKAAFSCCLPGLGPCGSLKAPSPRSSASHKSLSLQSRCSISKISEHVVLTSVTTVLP
# * marks the source's active call; other numbers are inactive results; . = not tested or not shown.
# Each structure is followed by: STK33 inh	OX1R antag
> Cc1c(O)nc(SCC(=O)Nc2ccc3c4c(cccc24)CC3)n(-c2ccccc2)c1=O
 : -2.0	4
> Cn1c(=O)c2c(SCc3ccccn3)nc(C3CC3)nc2n(C)c1=O
 : -1.2	3
> CCN(CC)c1ccc(NC(=O)Cn2cc3c(n2)CCC(C)C3)c(C)c1 (stereo unspecified)
 : 1.1	1
> CC(C)(C)CN1CCN(Cc2nc(-c3ccc(F)cc3)cs2)CC1CCO (stereo unspecified)
 : -0.4	14
> CN1CCc2c(sc(NC(=O)c3ccc(S(=O)(=O)N4CCCC4)cc3)c2C(N)=O)C1
 : -0.6	1
> CCN1CCN(c2nc3ccccc3nc2C(C#N)C(=O)OCc2ccccc2)CC1 (stereo unspecified)
 : -0.9	17
> O=C(CCN1C(=O)C2CC=CCC2C1=O)Nc1cccc(S(=O)(=O)N2CCCCC2)c1 (stereo unspecified)
 : -0.1	5
> O=C(O)c1ccccc1NC(=S)NC(=O)c1cccc2ccccc12
 : 0.1	33
> O=C(Cn1cc(S(=O)(=O)Cc2cccc(F)c2)c2ccccc21)N1CCOCC1
 : -1.3	1
> CCC1CCCCN1C(=O)Cn1c(C(=O)OC)cc2sc(Cl)cc21 (stereo unspecified)
 : 0.9	4
> COC(=O)C(Cc1ccccc1)NC(=O)CNC(=O)c1ccccc1OC (stereo unspecified)
 : -0.9	37
> Cc1nc(SCC(=O)NC2CCCC2)[nH]c(=O)c1C
 : -0.4	26
> COc1ccc(NS(=O)(=O)c2cccc(C(=O)NCC(c3ccccc3)N(C)C)c2)cc1 (stereo unspecified)
 : -0.4	11
> COC(=O)C1(C(C[N+](=O)[O-])c2ccco2)C(=O)NCC1c1ccccc1 (stereo unspecified)
 : 0.8	14
> COCC(=O)Nc1nnc(COc2ccc(Cl)cc2)s1
 : -0.1	9
> CCOC(=O)c1c(C)[nH]c(C(=O)OCc2ccccc2F)c1C
 : -1.3	15
> CCN1CCN(c2cc(C)c3cc(NC(=O)CCC(=O)Nc4ccc(OC)c(OC)c4)ccc3n2)CC1
 : -0.8	-10
> Cc1cc(Cl)c(S(=O)(=O)N(C)C)cc1OCC(N)=O
 : -1.2	6
> CN(C)S(=O)(=O)c1ccc(N2CCCC2)c(C(=O)Nc2ccc(C(N)=O)cc2)c1
 : 0.1	17
> CCCNc1ccc(C(=O)OCC)cc1[N+](=O)[O-]
 : -1.6	23
> CCc1sc(C(=O)Nc2ccc3c(c2)OCCO3)cc1Br
 : -0.9	20
> CC(C)(C)S(=O)(=O)c1cnc(N2CCCC2)nc1N
 : -0.4	3
> Cc1ccc(S(=O)(=O)CC(=O)N(CCCN(C)C)c2nc3ccc(C)cc3s2)cc1
 : .	19
> CNS(=O)(=O)c1ccc(NS(=O)(=O)c2ccccc2F)cc1
 : -0.9	4
> CN(C)c1ccc(Nc2nc(-c3cccnc3)cs2)cc1
 : -0.7	24
> CCN(CC)c1ccc(/C=N/Nc2nc(C)cc(C)n2)c(O)c1
 : .	30
> Cc1cccc(N2C(=O)N3[C@H](c4ccc(Br)cc4)[C@@H]4C(=O)N(C(C)(C)C)C(=O)[C@@H]4[C@]3(Cc3ccc(Cl)cc3)C2=O)c1
 : -1.6	8
> COc1ccc(NC(=O)C/C(C)=N/NC(=O)c2ccco2)c([N+](=O)[O-])c1
 : 0.4	34
> O=C(c1ccc(Br)cc1)c1coc2ccc(O)cc12
 : -2.3	9
> CC(C)c1cc(C(=O)O)on1
 : 0.5	10
> COC(=O)CN(c1cccc(OC)c1)S(C)(=O)=O
 : -1.8	4
> Cn1c(=O)c2c(ncn2CC(=O)N/N=C/c2ccco2)n(C)c1=O
 : -1.4	17
> NC(=O)CC(NC(=O)c1cccc(Br)c1)c1ccc(N2CCN(c3ccccn3)CC2)c([N+](=O)[O-])c1 (stereo unspecified)
 : 0.3	16
> CCOc1ccccc1NC(=O)C1CCC(=O)N1S(=O)(=O)c1ccc(C)cc1 (stereo unspecified)
 : 0.0	.
> Nc1ccc2oc(-c3cccs3)nc2c1
 : 0.1	23
> O=C(COc1ccc(Cl)cc1Cl)N1CCCC1
 : -0.8	8
> CC(C)n1c(SCC(=O)Nc2ccccc2)nc2c1c(=O)n(C)c(=O)n2C
 : -0.8	15
> Cc1cc(C)c(NC(=O)Nc2ccc3c(c2)OCO3)c(C)c1
 : 0.1	18
> CCN(CC)S(=O)(=O)c1cc(C(=O)Nc2ccccn2)ccc1C
 : 1.6	7
> Cc1c([N+](=O)[O-])cc(C(=O)NCc2ccc(F)cc2)cc1[N+](=O)[O-]
 : -0.3	27
> Cc1nc2ccc(C(=O)N3CCN(c4ccccn4)CC3)cc2s1
 : 0.5	12
> CCOC(=O)C1=C(C)N(C[C@@H]2CC[C@@H](Cc3ccc4cc(OC)ccc4c3)O2)C(=O)NC1c1ccc(OC)cc1 (stereo partly specified)
 : .	18
> CCOC(=O)C1CCN(C(=O)CNS(=O)(=O)c2ccc(Br)s2)CC1
 : -1.3	15
> Oc1ccc2ccccc2c1CN1CCN(c2ccccc2)CC1
 : -1.8	8
> Cc1cccnc1Oc1ncccc1N
 : -2.0	12
> O=[N+]([O-])c1c(NCCO)cc(N2CCC3(CC2)OCCO3)c2nonc12
 : -1.1	170*
> CC(C)(C)NC(=O)CN(C(=O)CCC(=O)Nc1nccs1)c1ccc(F)cc1
 : .	4
> CCOC(=O)N1CCN(C(=O)CSc2ccc3nnc(CCNC(=O)c4ccc(OC)cc4)n3n2)CC1
 : 0.2	12
> Cn1c(=O)[nH]c(=O)c2c1nc(CN1CCN(c3cccc(Cl)c3)CC1)n2Cc1ccccc1Cl
 : -3.0	10
> O=C(NCc1ccc(N2CCCC2=O)cc1)Nc1ccccc1
 : -0.8	12
> COc1cc(/C=C/C(=O)Nc2nnc(C(C)(C)C)s2)cc(OC)c1OC
 : -1.3	10
> CCCCn1c(N)c(NCC(C)C)c(=O)[nH]c1=O
 : 0.5	10
> CCC(C(=O)N1CCN(c2ccccc2OC)CC1)c1ccccc1 (stereo unspecified)
 : 0.3	14
> Cc1ccc(CSC2=NCCN2C(=O)c2ccc([N+](=O)[O-])cc2)cc1
 : 2.0	21
> COc1cccc(CN(C)C(=O)C23CC4CC(CC(NC(C)=O)(C4)C2)C3)c1OC
 : -3.4	.
> Cc1ccc(NC(=O)C2CCN(S(=O)(=O)c3c(C)noc3/C=C/c3ccco3)CC2)nc1
 : -0.2	-1
> CC(C)(C)c1ccc(C(=O)NNC(=O)C(=O)N2CCCCC2)cc1
 : -1.5	15
> CC1(C)CC(=O)C2=C(C1)OC(N)=C(C#N)C21CCN(C(=O)OCc2ccccc2)CC1
 : -1.9	5
> O=C(CNC(=O)c1cccc(F)c1)OCCOc1cccc(Cl)c1
 : .	-1
> COc1ccc(NC(=O)COC(=O)c2ccc(N3CCCC3=O)cc2)cc1
 : 0.6	7

# Later entries.
# Each structure is followed by: STK33 inh	OX1R antag
> CC[C@@H](C)[C@H](CN[C@H](CNC)[C@@H](C)O)NCCc1ccc(OC)cc1
 : 0.5	18
> COc1ccc(CNC(=O)CN(Cc2ccc(OC)cc2)C(=O)c2csnn2)cc1
 : -0.6	7
> CN(C)CCN(C(=O)c1cccc(N2C(=O)CCC2=O)c1)c1nc2ccc(Br)cc2s1
 : 2.4	32
> CCCCC(=O)Nc1cc(OC)c(NC(=O)C2CCCCC2)cc1OC
 : -1.5	8
> O=c1nc(-c2ccccc2)c2cc(Cl)ccc2[nH]1
 : 1.5	35
> O=c1[nH][nH]c(C(F)(F)F)c1C=Nc1ccccc1
 : 5.4	1
> Cc1nccc2[nH]c(=O)c(C(=O)NC3CCCCC3C)cc12 (stereo unspecified)
 : 2.0	17
> Cc1c(C)n(C)c2ccc(C(=O)NCCCN3CCN(C)CC3)cc12
 : 1.2	9
> CCc1cccc(NC(=O)COc2ccccc2)c1
 : -1.3	21
> CC(=O)Nc1ccc(NC(=O)CSc2nnc(-c3ccco3)o2)cc1
 : 0.0	40
> C=CCn1c(COc2ccccc2)nnc1SCC(=O)O
 : -1.4	9
> Cn1cc(CN(CCCN2CCOCC2)C(=S)Nc2cccc(Cl)c2)c2ccccc21
 : -0.4	2
> COc1ccc(Cc2nc3ccc(C(=O)N4CCC(N(C)C)C4)cc3o2)cc1 (stereo unspecified)
 : -1.6	4
> CCOC(=O)c1c(S(=O)(=O)N2CCc3ccccc32)c(C)n(C)c1C
 : -0.3	20
> CCN(CC(=O)Nc1c(F)cccc1F)C(=O)CCc1ccc(OC)cc1
 : -2.3	8
> COC(=O)c1ccsc1NC(=O)CS(=O)(=O)c1ccccc1
 : -0.2	23
> Cc1cc(NC(=O)c2ccc(Cl)cc2)n(CCC#N)n1
 : -0.4	5
> COc1cc(=O)[nH]c(=O)n1C(=O)Cc1ccccc1
 : 2.6	23
> COCCNC(=O)C1c2cc(OC)c(OC)cc2C(=O)N(C)C1c1cccnc1 (stereo unspecified)
 : -2.5	16
> O=C(O)CC(NC(=O)c1ccc2c(c1)OCO2)c1cccc([N+](=O)[O-])c1 (stereo unspecified)
 : -0.1	26
> Cc1cc(Cl)ccc1NC(=S)N1CCOCC1
 : -4.5	12
> O=C(c1ccc(CN2CCOCC2)cc1)N1CCN(c2cccc(Cl)c2)CC1
 : -0.1	10
> C/C(=N\NC(=O)c1cccs1)c1c(O)cc(C)oc1=O
 : -0.2	35
> Cc1cc(=O)oc2c3c(cc(OCC(=O)Nc4ccc(CCO)cc4)c12)OC(C)(C)CC3
 : -0.3	12
> COc1cccc(C(=O)Nc2nc(C)cs2)c1
 : 0.2	14
> COc1ccc(F)cc1C(=O)C1CCCN(Cc2c(C)n(C)n(-c3ccccc3)c2=O)C1 (stereo unspecified)
 : 0.3	30
> CCOC(=O)Cn1c(=N)n(CCOc2ccc(F)cc2)c2ccccc21
 : 0.0	8
> O=C(Nc1cccc([N+](=O)[O-])c1)N1CCN(c2ccccc2)CC1
 : 0.0	6
> Cn1c(=O)c2c(nc(CN3CCN(c4ccccc4F)CC3)n2CCN2CCOCC2)n(C)c1=O
 : -0.7	7
> NNC(=O)Cn1cnc2ccccc21
 : -1.0	18

# Reformatted with the structure last: part of the list above
STK33 inh	OX1R antag	Compound
-0.1	5	O=C(CCN1C(=O)C2CC=CCC2C1=O)Nc1cccc(S(=O)(=O)N2CCCCC2)c1 (stereo unspecified)
0.1	33	O=C(O)c1ccccc1NC(=S)NC(=O)c1cccc2ccccc12
-1.3	1	O=C(Cn1cc(S(=O)(=O)Cc2cccc(F)c2)c2ccccc21)N1CCOCC1
0.9	4	CCC1CCCCN1C(=O)Cn1c(C(=O)OC)cc2sc(Cl)cc21 (stereo unspecified)
-0.9	37	COC(=O)C(Cc1ccccc1)NC(=O)CNC(=O)c1ccccc1OC (stereo unspecified)

# (further entries)
# Each structure is followed by: STK33 inh	OX1R antag
> CCn1c(CNC(=O)COc2ccc(C(C)C)cc2)nnc1SCC(=O)Nc1ccccc1F
 : 0.3	12
> CCOC(=O)[C@@H]1[C@H]2COc3cc(OC)ccc3[C@@H]2N2C(=O)N(c3cccc(C)c3)C(=O)[C@]12C
 : -1.6	7
> CCOC(=O)CNC(=O)CSc1nnc(-c2ccc(OC)cc2)n1CC
 : 0.4	11
> Fc1cccc(-c2csc(-c3ccno3)n2)c1
 : 0.2	10
> COc1ccccc1C(=O)Nc1ccc(NC(=O)c2ccco2)c(C)c1
 : 4.8	29
> COCc1c(C(=O)N/N=C\c2ccccn2)nnn1-c1nonc1N
 : -1.9	14
> CS(=O)(=O)N(CC(=O)NCCC1=CCCCC1)c1cccc([N+](=O)[O-])c1
 : -0.4	27
> CC1CCN(C(=O)C2COc3ccccc3O2)CC1 (stereo unspecified)
 : -0.8	4
> Cc1cccc(S(=O)(=O)NC(Cc2c[nH]c3ccccc23)C(=O)O)c1 (stereo unspecified)
 : -0.7	12
> Cc1cc(C)c2c(=O)cc(C(=O)NCc3ccccc3)oc2c1
 : -0.4	-5
> CNc1nc(-c2ccccc2)[n+](-c2ccc(C)cc2)s1
 : -2.4	10
> Cc1ccc(CNc2ccc(N3CCOCC3)c(Cl)c2)cc1
 : -1.8	-1
> CS(=O)(=O)N1CCC(Oc2cccc(C(=O)NCCCOc3cccnc3)c2)CC1
 : -2.5	12
> CC(=O)O/N=C(\N)c1ccc(-c2csnn2)cc1
 : -2.5	14
> NS(=O)(=O)c1ccc(NC(=S)N2CCN(c3ccccc3Cl)CC2)cc1
 : -2.6	13
> COCCSc1nnc(NS(=O)(=O)c2ccc(F)cc2)s1
 : -1.1	0
> COc1ccc(C(=O)OCC(=O)Nc2nnc(-c3ccccc3)o2)cc1
 : 2.4	52*
> O=C(Cn1cnc2c(cnn2-c2ccc(Cl)cc2)c1=O)NCC1CCCO1 (stereo unspecified)
 : 0.6	27
> CC(NCC(O)c1ccc([N+](=O)[O-])cc1)C12CC3CC(CC(C3)C1)C2 (stereo unspecified)
 : -1.3	9
> COC(=O)c1nc(NC(=O)C(C)(C)C)n[nH]1
 : -1.0	9
> CCOc1ccc(/C=C/c2[nH]c(=O)[nH]c(=O)c2[N+](=O)[O-])cc1
 : -2.5	10
> COc1ccccc1/C=C1\SC(N2CCC(C)CC2)=NC1=O
 : -0.9	-6
> O=C(COCC(=O)N/N=C/c1ccccc1F)N/N=C/c1ccccc1F
 : -0.2	39
> COc1ccc(CNC(=O)c2c(C)oc3c2C(=O)c2ccccc2C3=O)cc1
 : -0.9	30
> CC1CN(C(=O)COc2coc(CN3CCc4ccccc4C3)cc2=O)CC(C)O1 (stereo unspecified)
 : -1.5	6
> Cc1[nH]n(-c2ccccc2)c(=O)c1C=NCCc1ccccc1
 : -0.5	23
> Cc1ccc2nc(-c3ccco3)c(Nc3ccccc3)n2c1
 : -0.8	32
> CCC(C(=O)NC1CCCCC1)n1c(SCc2ccccc2F)nc2ccncc21 (stereo unspecified)
 : -0.7	2
> CC(C)c1[nH]nc2c1C(Cc1ccccc1)C(C#N)=C(N)O2 (stereo unspecified)
 : 4.2	-4
> COc1ccc(/C=C/C(=O)OCC(=O)Nc2cccc(S(=O)(=O)NC3=NCCCCC3)c2)cc1
 : -0.2	7
> C=CCN1C(=O)CSc2ccc(C(=O)NC(C)c3ccccc3)cc21 (stereo unspecified)
 : -0.9	-4
